hIAP activ: increases human intestinal alkaline phosphatase activity | purified human IAP, CDP-Star luminescence, 30 min; active compounds read high; 1 = vehicle-only enzyme, 0 = enzyme-free background | hit rate 0.16% among 330,000 | activation factor at 10 µM;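 active = activation factor of the enzyme at least 2-fold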; note: the source names both 10 and 20 µM as test concentration; values of inactives mirror those of a sister screen read the other way
Target sequence (P09923 whole entry, looked up): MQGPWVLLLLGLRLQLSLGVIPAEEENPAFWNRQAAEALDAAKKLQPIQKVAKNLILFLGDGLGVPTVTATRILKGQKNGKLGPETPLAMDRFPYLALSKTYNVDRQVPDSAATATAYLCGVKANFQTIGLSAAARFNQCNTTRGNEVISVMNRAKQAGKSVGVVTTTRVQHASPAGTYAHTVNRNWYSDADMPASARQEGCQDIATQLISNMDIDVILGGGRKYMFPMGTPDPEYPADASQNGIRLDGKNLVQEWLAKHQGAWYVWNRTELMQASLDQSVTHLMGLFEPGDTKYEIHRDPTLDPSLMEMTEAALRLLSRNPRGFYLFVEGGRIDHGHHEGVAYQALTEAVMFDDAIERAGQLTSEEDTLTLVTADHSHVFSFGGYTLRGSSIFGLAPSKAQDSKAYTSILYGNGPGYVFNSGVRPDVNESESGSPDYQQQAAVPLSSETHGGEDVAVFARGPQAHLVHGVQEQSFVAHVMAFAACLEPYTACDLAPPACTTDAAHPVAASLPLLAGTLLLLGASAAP
PfGluPho inh: PfG6PD (Plasmodium falciparum) enzyme inhibition; PfGluPho enzyme, NADPH resazurin-diaphorase fluorescence; inhibition, % at 20 µM; hit rate 0.78% among 350,000;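 active = inhibition reaching at least a set limit at 20 µM in the primary screen, cut at about 59% in these data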;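 note: 0% = DMSO wells with substrate and 100% = DMSO wells lacking glucose-6-phosphate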
mIAP inh: blocks mouse intestinal alkaline phosphatase; purified mouse IAP, CDP-Star luminescence, 30 min; inhibition, % at 10 µM; hit rate 0.2% among 330,000; AID 2806;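 active = inhibition of at least 40% at 10 µM in the primary screen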;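 note: plate controls were DMSO with enzyme for no effect and no enzyme wells for full effect; values of inactives mirror those of a sister screen read the other way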
ATG4B inh: ATG4B (human) cysteine protease inhibition; Q9Y4P1; ATG4B cleavage of LC3-PLA2, NBD-HPC fluorescence, 1 h; inhibition, % at 8.33 µM; hit rate 0.51% among 340,000; in the data active = inhibition above about 40%
Target sequence (Q9Y4P1 whole entry, looked up): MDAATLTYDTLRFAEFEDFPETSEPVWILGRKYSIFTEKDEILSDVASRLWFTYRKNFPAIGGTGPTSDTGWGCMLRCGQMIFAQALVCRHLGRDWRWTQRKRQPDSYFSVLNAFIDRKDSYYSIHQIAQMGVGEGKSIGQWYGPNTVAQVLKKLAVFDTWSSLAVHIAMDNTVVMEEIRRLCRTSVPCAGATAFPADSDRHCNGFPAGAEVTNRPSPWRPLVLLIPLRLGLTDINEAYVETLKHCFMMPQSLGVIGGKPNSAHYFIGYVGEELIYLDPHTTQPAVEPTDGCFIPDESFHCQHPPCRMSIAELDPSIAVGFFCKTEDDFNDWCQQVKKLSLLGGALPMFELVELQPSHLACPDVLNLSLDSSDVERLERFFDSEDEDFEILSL
A3A deaminase: inhibitors of human APOBEC3A DNA deaminase; inhibition, % at 20 µM; P31941; recombinant A3A, FAM/TAMRA ssDNA deamination fluorescence; hit rate 0.41% among 330,000; AID 493011;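 active = at least 40% inhibition at 20 µM here, with at most 30% in a related deaminase screen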;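 note: plate controls were A3A with DMSO for no effect and wells lacking A3A enzyme for full effect; some results filed as inactive read as strong as hits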
hIAP block: human IAP inhibition; purified IAP, CDP-Star luminescence, 30 min; hit rate 0.12% among 330,000; inhibition, % at 10 µM;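 active = inhibition reaching a set limit with compound at 10 µM in the primary screen, cut at about 35% in these data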;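 note: plate controls were DMSO wells with enzyme for no effect and no-enzyme buffer wells for full effect; values of inactives mirror those of a sister screen read the other way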
mIAP act: mouse IAP activation | muIAP, CDP-Star luminescence, 30 min; active compounds read high; 1 = vehicle-only enzyme signal, 0 = enzyme-free wells | activation factor at 10 µM | hit rate 0.24% among 330,000 | AID 2805;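 active = activation factor of at least 2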; note: the source names both 10 and 20 µM as test concentration; values of inactives mirror those of a sister screen read the other way
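System: mouse IAP enzyme. Reagent: CDP-Star chemiluminescent phosphatase substrate. Benchmarks: DMSO wells, no-enzyme wells. Times: 30 min enzyme-substrate-compound incubation at room temperature. Detection: luminescence from enzymatic CDP-Star hydrolysis. Doses: test compounds delivered from DMSO solution.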
HKDC1 inhibitor: HKDC1 (human) hexokinase inhibition; Q2TB90; recombinant HKDC1, G6PDH/diaphorase resazurin coupled fluorescence; inhibition, % at 20 µM; hit rate 0.16% among 340,000; AID 493160;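 active = inhibition above about 35% when tested at 20 µM, limit read from the data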;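 note: plate controls were DMSO wells with enzyme for no effect and DMSO wells lacking enzyme for full effect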
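System: Recombinant HKDC1 hexokinase | Amount: HKDC1 at 5 µg/mL | Reagent: Glucose with 1 mM ATP | Doses: Single 20 µM dose | Incubation: Reaction time 90 min, room temperature, protected from light | Signal: Coupled resazurin fluorescence, excitation 525 nm, emission 613 nm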
Numbers without * were called inactive.

COc1ccc(NC(=S)Nc2ccc(N(C)C(C)=O)cc2)cc1 was read as hIAP activ 1.1, PfGluPho inh -8, mIAP inh 0, ATG4B inh 9, A3A deaminase 18, hIAP block -7, mIAP act 1 and HKDC1 inhibitor -3.
O=C(NCc1c(F)cccc1F)c1cc(COc2c(F)cccc2F)on1 was read as hIAP activ 0.79, PfGluPho inh -6, mIAP inh 3, ATG4B inh 8, A3A deaminase -2, hIAP block 21, mIAP act 0.97 and HKDC1 inhibitor 1.
`Cc1ccc(NC(=O)NCc2ccc3[nH]c(C)cc3c2)cc1` gave hIAP activ 0.9, PfGluPho inh 9, mIAP inh 14, ATG4B inh -4, A3A deaminase 1, hIAP block 10, mIAP act 0.86 and HKDC1 inhibitor -9.
`CCN(CC)C(=O)CC1(c2ccccc2OC)CCOC(C(C)C)C1` (stereo not given) gave hIAP activ 1.2, PfGluPho inh -12, mIAP inh -2, ATG4B inh -7, A3A deaminase -1, hIAP block -24, mIAP act 1 and HKDC1 inhibitor -11.
For O=C(NCCN1C(=O)S/C(=C\c2ccccc2F)C1=O)C1=COCCO1 the results were hIAP activ 1, PfGluPho inh -3, mIAP inh 6, ATG4B inh 5, A3A deaminase 6, hIAP block -4, mIAP act 0.94 and HKDC1 inhibitor 3.
`COc1cc(S(=O)(=O)Nc2cccc(C)c2)ccc1NC(=O)c1cccnc1` gave hIAP activ 1, PfGluPho inh -14, mIAP inh -3, ATG4B inh -2, A3A deaminase -2, hIAP block -3, mIAP act 1 and HKDC1 inhibitor -2.
For CC(=O)Nc1ccn(Cc2c(F)cccc2Cl)n1 the results were hIAP activ 0.83, PfGluPho inh -3, mIAP inh -5, ATG4B inh 0, A3A deaminase -3, hIAP block 17, mIAP act 1.1 and HKDC1 inhibitor -5.
O=C(NC1CCCCCCC1)c1ccc(Br)o1 was read as hIAP activ 1, PfGluPho inh 5, mIAP inh 0, ATG4B inh 6, A3A deaminase -2, hIAP block -1, mIAP act 1 and HKDC1 inhibitor -3.
Screening CCN(CC)S(=O)(=O)c1ccc(NC(=O)c2ccc(Cl)nc2)cc1 returned hIAP activ 1.2, PfGluPho inh 3, mIAP inh 1, ATG4B inh 1, A3A deaminase -2, hIAP block -15, mIAP act 0.99 and HKDC1 inhibitor 2.
`O=C(NCc1cc([N+](=O)[O-])ccc1O)c1cc(-c2ccncc2)nc2ccccc12` gave hIAP activ 0.96, PfGluPho inh -3, mIAP inh 13, ATG4B inh -4, A3A deaminase 3, hIAP block 4, mIAP act 0.87 and HKDC1 inhibitor -1.
CCOn1c(-n2nc(C)cc2C)nc2ccccc2c1=O was read as hIAP activ 1.1, PfGluPho inh 9, mIAP inh -4, ATG4B inh -15, A3A deaminase 2, hIAP block -6, mIAP act 1 and HKDC1 inhibitor -5.
`Cn1cc(Br)c(C(=O)Nc2sc3c(c2C(N)=O)CCC3)n1` gave hIAP activ 1.1, PfGluPho inh 27, mIAP inh 18, ATG4B inh -24, A3A deaminase 3, hIAP block -9, mIAP act 0.82 and HKDC1 inhibitor 6.
`Cc1ccccc1NC(=O)Cc1nc(-c2ccc3ccccc3c2)cs1` gave hIAP activ 1, PfGluPho inh 1, mIAP inh -18, ATG4B inh 14, A3A deaminase 0, hIAP block -4, mIAP act 1.2 and HKDC1 inhibitor -6.
For Cc1cc(C)nc(N2CCCC(C(=O)NC(C)C)C2)n1 (stereo not given) the results were hIAP activ 0.92, PfGluPho inh -8, mIAP inh 6, ATG4B inh 1, A3A deaminase 1, hIAP block 8, mIAP act 0.94 and HKDC1 inhibitor -17.
For Cc1cc(C)c2cc(CN(Cc3cccnc3)C(=O)c3ccc(F)cc3)c(Cl)nc2c1 the results were hIAP activ 1.1, PfGluPho inh -6, mIAP inh 5, ATG4B inh -3, A3A deaminase 2, hIAP block -8, mIAP act 0.95 and HKDC1 inhibitor -11.
COc1ccc(C)cc1NC(=O)Nc1ccc2c(c1)CCC2 was read as hIAP activ 1.1, PfGluPho inh -9, mIAP inh -40, ATG4B inh 8, A3A deaminase 0, hIAP block -6, mIAP act 1.4 and HKDC1 inhibitor 5.
For CCNC(=S)N1CCN(S(=O)(=O)/C=C/c2ccccc2)CC1 the results were hIAP activ 1.1, PfGluPho inh -18, mIAP inh -5, ATG4B inh 2, A3A deaminase -5, hIAP block -11, mIAP act 1.1 and HKDC1 inhibitor 1.
For COc1cc(C(=O)Nc2cccc(C)c2C)ccc1OCC(=O)N1CCOCC1 the results were hIAP activ 1.1, PfGluPho inh -4, mIAP inh 5, ATG4B inh -8, A3A deaminase -5, hIAP block -14, mIAP act 0.95 and HKDC1 inhibitor -6.
For C=CCn1c(CCNC(=O)c2ccccc2F)nnc1SCC(=O)Nc1nc(C)cs1 the results were hIAP activ 0.98, PfGluPho inh -15, mIAP inh 0, ATG4B inh -3, A3A deaminase -1, hIAP block 2, mIAP act 1 and HKDC1 inhibitor -2.
Screening COCCCNC(=O)CS(=O)Cc1nc(-c2cccc(OC)c2)oc1C (stereo not given) returned hIAP activ 0.94, PfGluPho inh 0, mIAP inh 3, ATG4B inh -12, A3A deaminase -1, hIAP block 6, mIAP act 0.97 and HKDC1 inhibitor 1.
`CCCC(=O)N(CCN1CCOCC1)c1nc2cc(C)c(C)cc2s1` gave hIAP activ 1.1, PfGluPho inh 20, mIAP inh 2, ATG4B inh -14, A3A deaminase -6, hIAP block -12, mIAP act 0.98 and HKDC1 inhibitor 2.
Screening COc1ccc(N2CCN(C(=O)C3(S(=O)(=O)c4ccc(C)cc4)CC3)CC2)cc1 returned hIAP activ 1.1, PfGluPho inh -14, mIAP inh 9, ATG4B inh -6, A3A deaminase -2, hIAP block -10, mIAP act 0.91 and HKDC1 inhibitor 6.
For COC(=O)[C@@H]1C(c2c(OC)cc(OC)cc2OC)=NO[C@H]1C(=O)OC the results were hIAP activ 0.98, PfGluPho inh -9, mIAP inh 6, ATG4B inh 0, A3A deaminase 0, hIAP block 2, mIAP act 0.94 and HKDC1 inhibitor -8.
CCc1cc2c(=O)c(-c3cnn(-c4ccccc4)c3)c(C(F)(F)F)oc2c(CN(C)C)c1O was read as hIAP activ 1, PfGluPho inh 15, mIAP inh 5, ATG4B inh -2, A3A deaminase -2, hIAP block -2, mIAP act 0.95 and HKDC1 inhibitor -4.
`O=C(NC1CCN(S(=O)(=O)c2ccc(Cl)cc2)CC1)C1CCCCC1` gave hIAP activ 0.97, PfGluPho inh 4, mIAP inh -5, ATG4B inh -8, A3A deaminase -7, hIAP block 3, mIAP act 1.1 and HKDC1 inhibitor -3.
`O=C(c1ccccc1Br)N1CCn2c1nc1ccccc12` gave hIAP activ 0.92, PfGluPho inh 4, mIAP inh 8, ATG4B inh -2, A3A deaminase 3, hIAP block 8, mIAP act 0.92 and HKDC1 inhibitor -14.
CC(C)c1ccccc1NC(=O)COC(=O)c1c2c(nc3ccccc13)CCN(Cc1ccccc1)C2 was read as hIAP activ 0.77, PfGluPho inh 23, mIAP inh -1, ATG4B inh 46*, A3A deaminase 2, hIAP block 23, mIAP act 1 and HKDC1 inhibitor -4.
Screening CCN(C(=O)CSc1nc2nc(C)cc(C)n2n1)C1CCS(=O)(=O)C1 (stereo not given) returned hIAP activ 0.92, PfGluPho inh 15, mIAP inh -8, ATG4B inh 7, A3A deaminase -1, hIAP block 8, mIAP act 1.1 and HKDC1 inhibitor -6.
For Cc1onc(-c2ccccc2Cl)c1C(=O)NNC(=O)c1nn(C)cc1Cl the results were hIAP activ 1.5, PfGluPho inh -27, mIAP inh -4, ATG4B inh 10, A3A deaminase 2, hIAP block -48, mIAP act 1 and HKDC1 inhibitor 18.
For CC(NC(=O)c1cccc(S(=O)(=O)N2CCc3ccccc32)c1)c1ccco1 (stereo not given) the results were hIAP activ 0.94, PfGluPho inh -3, mIAP inh 10, ATG4B inh -22, A3A deaminase -1, hIAP block 6, mIAP act 0.9 and HKDC1 inhibitor 4.

Structural class, the entries above with bromine.
O=C(NC1CCCCCCC1)c1ccc(Br)o1 was read as hIAP activ 1, PfGluPho inh 5, mIAP inh 0, ATG4B inh 6, A3A deaminase -2, hIAP block -1, mIAP act 1 and HKDC1 inhibitor -3.
`Cn1cc(Br)c(C(=O)Nc2sc3c(c2C(N)=O)CCC3)n1` gave hIAP activ 1.1, PfGluPho inh 27, mIAP inh 18, ATG4B inh -24, A3A deaminase 3, hIAP block -9, mIAP act 0.82 and HKDC1 inhibitor 6.
`O=C(c1ccccc1Br)N1CCn2c1nc1ccccc12` gave hIAP activ 0.92, PfGluPho inh 4, mIAP inh 8, ATG4B inh -2, A3A deaminase 3, hIAP block 8, mIAP act 0.92 and HKDC1 inhibitor -14.

(listing goes on)
For C=CCSC1=C(C#N)C(c2ccccc2C)CC(=O)N1 (stereo not given) the results were hIAP activ 1.1, PfGluPho inh -7, mIAP inh 4, ATG4B inh 4, A3A deaminase 1, hIAP block -7, mIAP act 0.96 and HKDC1 inhibitor -2.
For O=S(=O)(NCCN1CCN(S(=O)(=O)c2ccccc2F)CC1)c1ccccc1F the results were hIAP activ 1.4, PfGluPho inh 1, mIAP inh -8, ATG4B inh -6, A3A deaminase -1, hIAP block -41, mIAP act 1.1 and HKDC1 inhibitor 0.
O=C(CSCc1ccc(Cl)cc1)N/N=C/c1ccco1 was read as hIAP activ 0.95, PfGluPho inh 60*, mIAP inh 10, ATG4B inh -2, A3A deaminase 6, hIAP block 5, mIAP act 0.91 and HKDC1 inhibitor -3.
Screening Cc1cc(C(=O)OCC(=O)Nc2cc(C(F)(F)F)ccc2N2CCOCC2)c(C)o1 returned hIAP activ 0.99, PfGluPho inh 15, mIAP inh 1, ATG4B inh 1, A3A deaminase 2, hIAP block 1, mIAP act 0.99 and HKDC1 inhibitor 4.
`NC(=O)CC(NC(=O)Cc1ccc(Br)cc1)c1ccc(NCCc2ccccc2F)c([N+](=O)[O-])c1` (stereo not given) gave hIAP activ 0.8, PfGluPho inh 0, mIAP inh 12, ATG4B inh -4, A3A deaminase -2, hIAP block 20, mIAP act 0.88 and HKDC1 inhibitor -4.
`O=C(Nc1cnn(Cc2c(Cl)cccc2Cl)c1)c1ccc([N+](=O)[O-])cc1` gave hIAP activ 0.84, PfGluPho inh 8, mIAP inh 14, ATG4B inh 26, A3A deaminase 1, hIAP block 16, mIAP act 0.86 and HKDC1 inhibitor 2.
CC(C)(C)C(=O)NCCCNc1ccc([N+](=O)[O-])cc1 was read as hIAP activ 0.82, PfGluPho inh 6, mIAP inh -2, ATG4B inh 1, A3A deaminase -4, hIAP block 18, mIAP act 1 and HKDC1 inhibitor -8.
For N#CCSc1n[nH]c2nc3c(c(=O)n12)C1(CCCCC1)Cc1ccccc1-3 the results were hIAP activ 1.2, PfGluPho inh -14, mIAP inh 2, ATG4B inh 2, A3A deaminase 2, hIAP block -17, mIAP act 0.98 and HKDC1 inhibitor 5.
Cc1ccc(C2=NOC(c3nnc(-c4ccccc4)o3)C2)cc1 (stereo not given) was read as hIAP activ 1.1, PfGluPho inh 13, mIAP inh 8, ATG4B inh -7, A3A deaminase -4, hIAP block -8, mIAP act 0.92 and HKDC1 inhibitor 7.
Cc1c(C(=O)NC2CCCCC2)oc2ccc(F)cc12 was read as hIAP activ 1, PfGluPho inh 11, mIAP inh -5, ATG4B inh -5, A3A deaminase -4, hIAP block -4, mIAP act 1 and HKDC1 inhibitor -4.

Bioassay records deposited in PubChem BioAssay by Sanford-Burnham Center for Chemical Genomics.
